12-LOX inh – Primary qHTS assay for inhibitors of human arachidonate 12S-lipoxygenase (ALOX12): Round 2; 580,000 compounds, 1.1% hits; Potency, µM (top dose mostly 108 µM), without a hit: top-dose activity change, negative = inhibition, actives largely listed as inhibitors; Polyunsaturated fatty acid lipoxygenase ALOX12 (Homo sapiens), P18054; purified 12hLO, xylenol orange hydroperoxide absorbance; active means well fitted inhibition curve with a large enough effect; inconclusive means small, poorly fitted or top-dose-only effect, or another doubt; inactive means no such curve, though single readings can be large or run the other way
Target sequence (P18054 whole entry, looked up): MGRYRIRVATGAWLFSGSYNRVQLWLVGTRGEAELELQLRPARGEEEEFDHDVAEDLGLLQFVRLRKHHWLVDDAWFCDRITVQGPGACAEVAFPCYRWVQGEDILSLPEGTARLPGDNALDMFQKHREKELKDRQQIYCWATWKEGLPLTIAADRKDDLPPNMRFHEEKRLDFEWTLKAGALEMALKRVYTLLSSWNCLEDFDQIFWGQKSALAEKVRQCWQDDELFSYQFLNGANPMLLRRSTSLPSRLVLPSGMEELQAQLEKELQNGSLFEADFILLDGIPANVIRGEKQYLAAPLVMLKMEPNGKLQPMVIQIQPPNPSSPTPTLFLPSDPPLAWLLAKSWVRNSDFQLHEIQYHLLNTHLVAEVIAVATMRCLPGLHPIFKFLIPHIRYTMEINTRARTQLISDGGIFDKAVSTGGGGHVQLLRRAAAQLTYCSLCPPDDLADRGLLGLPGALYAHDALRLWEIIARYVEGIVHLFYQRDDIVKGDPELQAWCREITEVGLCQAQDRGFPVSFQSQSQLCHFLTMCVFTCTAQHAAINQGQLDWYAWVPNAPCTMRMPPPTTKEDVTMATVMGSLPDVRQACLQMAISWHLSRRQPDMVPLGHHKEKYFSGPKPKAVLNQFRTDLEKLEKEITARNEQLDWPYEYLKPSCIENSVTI
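Purified human 12hLO at 150 nM in 25 mM Hepes, 0.01% Triton X-100, pH 7.0, preincubated 15 min at room temperature with compound. Reaction started with 40 uM arachidonic acid, 30 min at room temperature. Hydroperoxide measured by Fe-xylenol orange, 573/405 nm absorbance ratio.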
* = called active by the depositor; u = inconclusive; [ ] = dose if it differs, or a comment. On the % scale 0 is the no-effect control and ±100 the full control effect; potency means the concentration at half of the fitted maximal effect.

compound,12-LOX inh
Cn1cc(-c2cccc(Cl)c2)c2nc(CN3CC[S+](=O)([O-])CC3)cn2c1=O,-26%[176 µM]
CC(N)C1CC2CCC1C2 (stereo unspecified),-15%
O=C(Nc1ccccc1)c1cc(=O)c2ccccc2o1,-2%
O=C(NCc1cccs1)C1CN(S(=O)(=O)c2cccnc2)CC12CCCCC2 (stereo unspecified),6%
Cn1c(=O)c2c(nc(Cl)n2Cc2ccc(-c3ccccc3)cc2)n(C)c1=O,12%
COc1ccc(CCc2nc3nccc(-c4cc(OC)c(OC)c(OC)c4)n3n2)cc1,15%
Cc1nc(NCC2CC2)ncc1C(=O)O,-11%
O=C(c1cnccn1)N1CCCC2(COc3ccccc3[S+](=O)([O-])N2)C1 (stereo unspecified),6%[6.33 µM]
O=C(Nc1nc(-c2cc3ccccc3oc2=O)cs1)c1ccccc1Cl,14%
CN1Cc2nc(-c3cnn(C)c3)ccc2OCC1=O,4%[176 µM]
CCN(CC)c1ccc(C=Nc2cc(C)cc(C)c2)cc1,-2%
CCOc1nc2ccccc2nc1C(=O)Nc1cc(OC)c(OC)c(OC)c1,-1%
O=C(Nc1ccc([C@@H](O)[C@H]2COCC(=O)N2Cc2ccccn2)cc1)c1cnccn1,28%[176 µM]
COCCN1CCC(CN(Cc2ccncc2)C(=O)[C@@H]2C[C@@H]3C=C[C@H]2C3)CC1,43%
N#Cc1ccccc1OCC(=O)c1ccc(NC(=O)c2ccccc2)cc1,6%
COc1cccc(CNc2ccc(N3CCOCC3)c(C(=O)O)c2)c1,u
C=CCC1(O)CC(C)N(C)CC1C (stereo unspecified),31%[activator]
CC(NC(=O)C(C)(C)C)C(=O)N1CCN(c2ccccn2)CC1 (stereo unspecified),32%[activator]
Cc1cnc(CCNC(=O)c2ccco2)n1C1CCC1,93%[activator]
CCc1noc(-c2ccn3c(CNC(=O)c4cc(C)ccc4C)nnc3c2)n1,-11%
CCNC(=O)N1CCCCCC1CN1CCC(C)CC1 (stereo unspecified),13%
Cc1ccc(Cl)cc1NC(=O)Cn1nc2c(cc1=O)CCCCC2,72%
CCCCC[C@H]1CCCCC[C@@H](O)C[C@@H](O)[C@@H](O)/C=C/C(=O)O1,-26%
CCn1cc(CN2CCC3(CC2)CCN(Cc2ncc[nH]2)CC3CO)cn1 (stereo unspecified),61%[activator]
Cc1ccc(-c2nc(-c3ccc(Br)o3)no2)cc1,-22%
COC(=O)[C@@H]1Cc2ncn(C)c2CN1C(=O)C(C)(C)C,0%[176 µM]
COCCn1c(CO)nnc1C1CC(NC(=O)c2cccc(C#N)c2)C1 (stereo unspecified),-10%
O=C(CC1CNCCO1)N1CCN(C(=O)c2ccccc2)CC1 (stereo unspecified),44%[activator]
CCCCCCCCS(=O)CCCCCCCC,-3%
COc1ccc2[nH]cc(CCNc3ncncc3-c3ccccc3OC)c2c1,u
Cc1nn(-c2ccc(F)cc2)c(Oc2cccc(F)c2)c1CCC(=O)NC(C)C,25%
CN(Cc1nc2scc(-c3ccc(F)cc3)c2c(=O)[nH]1)Cc1ccco1,9%
C[C@@H](NC(=O)[C@@H]1CCCN1C(=O)[C@@H]1CCCN1C(=O)c1ccc(Cl)cc1)c1ccccc1,u
COC1C(=O)N(c2cccc(F)c2)C12CCN(C(=O)c1cnc(C)cn1)CC2 (stereo unspecified),30%
CN1CCN(C(=O)CCCC(=O)O)CC1,16%
O=C(O)C1Cc2nc[nH]c2CN1C(=O)CC1CCS(=O)(=O)CC1 (stereo unspecified),-6%
COc1cc(NC(=O)Cn2cccc2-c2nc(-c3ccc(F)cc3)no2)cc(OC)c1,-22%
CC(C)CNC(=O)N1C[C@@H](Oc2ccccc2)C[C@@H]1C(=O)N1CCOCC1,42%[activator]
Cc1nc(N2CCC(NC(=O)COc3ccccc3)CC2)cc(C(F)(F)F)n1,41%
Cc1nn(-c2ccc(N3CCCC3)nn2)c(C)c1CCC(=O)NCCc1ccco1,u
CC(C)Cn1c(=O)c2sccc2n(CC(=O)NCC2CCCO2)c1=O (stereo unspecified),0%
CCOC(=O)N1CCC(N2CCOc3ccc(CN4CCC(O)(c5cccnc5)CC4)cc3C2)CC1,-7%
COc1ccc(C(=O)Nc2ccnn2Cc2ccco2)cc1S(=O)(=O)N1CCCC1,19%
CC(C)c1ccc(/C=C(/C#N)C(=O)Nc2ccc(N3CCOCC3)cc2)cc1,u
N#Cc1cccc(-c2nc3cnc(Oc4cccc(Cl)c4)nc3n(C3CC3)c2=O)c1,0%
COC[C@@H]1[C@@H](NC(=O)c2cnc(C)nc2-c2ccccc2)[C@@H]2CCO[C@H]12,24%
CCCn1nc(C(=O)Nc2cccc(Cl)c2C)c2ccccc2c1=O,10%
COc1cccc(C2=NN(C(=O)c3cccs3)C(c3ccc4nccnc4c3)C2)c1 (stereo unspecified),-3%

As a short view, part of the list above.
compound,12-LOX inh
Cc1ccc(Cl)cc1NC(=O)Cn1nc2c(cc1=O)CCCCC2,72%
CCCCC[C@H]1CCCCC[C@@H](O)C[C@@H](O)[C@@H](O)/C=C/C(=O)O1,-26%
CCn1cc(CN2CCC3(CC2)CCN(Cc2ncc[nH]2)CC3CO)cn1 (stereo unspecified),61%[activator]

(listing goes on)
compound,12-LOX inh
COCCn1ncc(N2CCCC(CC(=O)N(C)CCc3ccccn3)C2)cc1=O (stereo unspecified),4%
Cc1ccc(-c2ccc3nnc(CNC(=O)c4ccc(F)c(F)c4)n3n2)cc1,u
CNC(=O)CCn1ncc2cc(OC3CCc4cccc(-c5cccc(OC)c5)c43)ccc21 (stereo unspecified),u
C=CCN1CC(COc2ccc(OC)cc2)OCCS1(=O)=O (stereo unspecified),u
CN(CC(=O)N(C)C)Cc1ncc(-c2ccccc2)o1,-6%
CC(C)c1noc(C2CCCN(S(=O)(=O)c3ccc4c(c3)CCC4)CCC(=O)NCC2)n1 (stereo unspecified),-12%
CCn1nc(C(=O)Nc2c(F)c(F)c(F)c(F)c2F)c2ccccc2c1=O,u
O=C(Cc1ccc(F)cc1)N1CCC2(CC1)N=C(c1ccc(Cl)cc1)NO2,2%
O=C(Cn1cncn1)N1CCOc2ccc(CN3CCN(c4ccccc4)CC3)cc2C1,4%
CC(C)NC(=O)NC(=O)CN(C)Cc1ccccc1,12%
Cc1ccc(C(=O)N2CCC(c3n[nH]c(=O)n3-c3ccc(C)cc3)CC2)cc1,44%[activator]
COc1cc2c(cc1OC)C(c1ccc(Cl)c(Cl)c1)C1=C(CCCC1=O)N2 (stereo unspecified),u
O=C(/C=C/Nc1ccc(F)cc1)C(F)(F)F,-19%
Cc1nnc(NC(=O)Nc2ccc(C)c(C)c2)s1,8%
Cc1ccc(C(C)C)cc1OCC(=O)NCc1ccc(Cn2cccn2)cc1,0%
N#Cc1cc(C(=O)c2cc(F)ccc2O)cn(C2CCCCC2)c1=O,u
COc1ccc(C2(C(=O)N[C@@H]3CN(c4ccncn4)C[C@H]3CN(C)C)CC2)cc1,1%
C[C@@]12CCOC13C=CC(=O)C=C3CC[C@H]2O (stereo partly specified),28%
CN1CCC(NC[C@H]2COCc3nc4cc(C(F)(F)F)ccc4n32)CC1,69%[activator][176 µM]
Cc1ccc2c(c1)cc(C(=O)N1CCc3ccccc3C1)n2C,u
CCC(=O)N1c2ccccc2NC2=C(C(=O)CC(C)(C)C2)C1c1ccc(OC)c(OC)c1 (stereo unspecified),10%
COc1ccc(C(=O)Oc2ccc(C(C)(C)C)cc2Br)cc1,-50%
CN1C(=O)C[C@H](C(=O)N[C@@H](Cc2cnc[nH]2)C(=O)N2CCC[C@@H]2C(N)=O)NC1=O,-3%[57.4 µM]
OC[C@@H]1CN(Cc2ccncc2F)C[C@H]1c1nc(-c2cccnc2)no1,40%[activator]
CNC(=O)CCN(C)C(=O)Nc1cccc(C#N)c1,-4%
COc1ccc(-c2nc(C)nc3c2CCN([S+](=O)([O-])c2cccc(C(F)(F)F)c2)CC3)cc1,42%[activator]
COc1ccc(C(=O)N2C[C@@H](Oc3ccccc3)C[C@H]2C(=O)N2CCOCC2)cc1,8%
COCCNC(=O)CC(c1ccc(Cl)cc1)c1c[nH]c2ccc([N+](=O)[O-])cc12 (stereo unspecified),7.1µM*
CC1=C[C@@H](CN(C)CCO)[C@H](C(C)C)C[C@H]1Cc1nnc(-c2ccc(C)cc2)o1,0%[176 µM]
COc1ccc(CNC(=O)[C@@H](C)C2CC[C@@]3(C)CC[C@H](NC(=O)c4cncnc4)[C@@H](C)[C@@H]3[C@H]2O)cc1OC (stereo partly specified),45%[activator]
CC(C)CNC(=O)N1CCCC(c2noc(COc3ccccc3)n2)C1 (stereo unspecified),37%[activator]
CC1(c2ccccc2)N(Cc2ccccc2F)C(=O)OC12CCN(C(=O)COc1ccccc1C(N)=O)CC2 (stereo unspecified),1%
COCCn1cnc2c1c(=O)n(CC(=O)Nc1cccc(F)c1)c(=O)n2Cc1ccccc1,30%
COc1ccc(C(=O)C[C@@H]2OC[C@H](C)N2S(=O)(=O)c2ccc(C)cc2)cc1OC,-16%
Cn1c(C(=O)NCCNC(=O)C2CCCCC2)cc2ccccc21,-23%
CCn1nc(C)c(C(=O)N2CCC(=O)N(CC3CC3)C(C(C)C)C2)c1C (stereo unspecified),0%

Single values from the results shown:
Result for `CCn1nc(C)c(C(=O)N2CCC(=O)N(CC3CC3)C(C(C)C)C2)c1C` (stereo unspecified) under 12-LOX inh: 0%
Result for `COCCNC(=O)CC(c1ccc(Cl)cc1)c1c[nH]c2ccc([N+](=O)[O-])cc12` (stereo unspecified) under 12-LOX inh: 7.1µM*
Result for `COc1ccc(CNC(=O)[C@@H](C)C2CC[C@@]3(C)CC[C@H](NC(=O)c4cncnc4)[C@@H](C)[C@@H]3[C@H]2O)cc1OC` (stereo partly specified) under 12-LOX inh: 45%[activator]
Result for `CC(C)CNC(=O)N1CCCC(c2noc(COc3ccccc3)n2)C1` (stereo unspecified) under 12-LOX inh: 37%[activator]
Result for `CNC(=O)CCN(C)C(=O)Nc1cccc(C#N)c1` under 12-LOX inh: -4%
Result for `Cn1c(C(=O)NCCNC(=O)C2CCCCC2)cc2ccccc21` under 12-LOX inh: -23%

Continued.
compound,12-LOX inh
COc1cccc(Cn2c(=O)c(C)nc3cnc(N4CCN(C)CC4)nc32)c1,u
O=S(=O)(NCc1ccc2c(c1)OCCO2)c1ccccc1Cl,u
O=C(OC(c1ccccc1)c1ccccn1)c1cnc2ccccc2n1 (stereo unspecified),u
Cc1ccc2nc(NC(=O)Cn3nc4c(cc3=O)CCCCC4)sc2c1,7%
C/C(=N\O)c1ccc(OCC(O)CNC(C)C)cc1 (stereo unspecified),-7%
COC(=O)[C@@]12C[C@@H](CC(=O)N3CCOCC3)C(=O)N(Cc3cccc4ccccc34)C1=CCC(C)(C)C2,-2%
CCOC(=O)c1nc2ccccc2nc1N1CCN(c2ccccc2)CC1,4%
COCC(=O)N1CCN(Cc2nc(C(C)C)no2)CC1,13%
CN(Cc1ccccc1)c1ncnc2c1CCN(C(=O)[C@@H](N)CO)CC2,41%[activator]
Cc1ccccc1C(=O)N[C@H]1[C@H](O)[C@H](O)C[C@@H]1c1ccc(C(F)(F)F)cc1,36%[activator][176 µM]
CCCOc1ccc(C(=O)N(Cc2ccc(C(C)C)cc2)C2CCS(=O)(=O)C2)cc1 (stereo unspecified),13%
CCOC(=O)c1cc(NC(=O)CC2Sc3ccccc3NC2=O)cc(C(=O)OCC)c1 (stereo unspecified),-44%
Cc1cc(C)c2oc(-c3cc(NC(=O)c4cccnc4)cc(C)c3O)nc2c1,3%
O=c1c(-c2ccc(F)cc2)nc2cnc(Oc3ccccc3)nc2n1Cc1cccs1,0%
CC(=O)NCCNc1nc(-c2ccccc2C(F)(F)F)nc2ccccc12,-12%
CCC(=O)N1CC(c2nnc(-c3ccc(C)cc3)o2)C2(CCOCC2)C1 (stereo unspecified),39%[activator]
N#Cc1cc(F)c(NCc2ccc(F)cc2)c(F)c1,-6%
CCn1nc(C)c(CCNC(=O)Nc2ccc(OC)cc2OC)c1C,-6%
CS(=O)(=O)NC1CCN(c2nc(-c3cccnc3)nc3c2CNC3)CC1,66%[activator]
COc1cc(OC)cc(C(=O)Oc2cccc3ccc(C)nc23)c1,u
CCC(C)NC(=O)Cn1c(=O)n(C)c(=O)c2sc(N3CCCC3)nc21 (stereo unspecified),-19%
CCC1CCC(=C(C#N)C(=O)Nc2ccc(C)cc2)CC1 (stereo unspecified),u
CCN1CCN(CCNC(=O)[C@H]2CCC[C@H]2NC(=O)c2ccc(OC)cc2)CC1,31%[activator]
O=C(NC1CCCC1)N1CCC(c2noc(C3CC3)n2)C1 (stereo unspecified),6%
CCC(=O)c1ccc(OC)c(Cl)c1,0%
CCOc1cc(C=O)cc(Br)c1OCc1cccc(C)c1,6%
c1ccc2c(-c3csc(NC4CC4)n3)c[nH]c2c1,-50%
O=C(CSC1=Nc2ccccc2CS1)NC1CCCC1,-20%
C[C@H]1CCCN1C(=O)c1nnc(CNCc2ccc3c(c2)OCO3)n1-c1cccnc1,-2%[176 µM]
CCOc1ccccc1C1NC(=O)N(CC(=O)NC(C)(C)C)C2=C1C(=O)OC2 (stereo unspecified),-9%
O=C(NCCc1cnc[nH]1)C1CC(=O)N(c2n[nH]c3ccccc23)C1 (stereo unspecified),61%[activator]

3 of the entries above in order of the 12-LOX inh value, low to high:
Molecule	12-LOX inh
O=C(CSC1=Nc2ccccc2CS1)NC1CCCC1	-20%
CCOc1ccccc1C1NC(=O)N(CC(=O)NC(C)(C)C)C2=C1C(=O)OC2 (stereo unspecified)	-9%
CCC(=O)c1ccc(OC)c(Cl)c1	0%

Assay outcomes: PubChem, National Center for Advancing Translational Sciences (NCATS)

A portion of the library. The share of hits here may be higher or lower than overall.
